Screening results from PubChem BioAssay.
USP10 block: inhibitors of human USP10 deubiquitinase | Ubiquitin carboxyl-terminal hydrolase 10 (Homo sapiens), Q14694 | 47,000 tested, 1.1% active | purified USP10, Ub-rhodamine fluorescence, 60 min | inhibition, % at 20 µM | AID 1645856, 2021
USP17 block: inhibitors of human USP17 deubiquitinase | 47,000 tested, 6.5% active | inhibition, % at 50 µM | purified USP17, Ub-rhodamine cleavage fluorescence, 3 h
Target sequence (A8MUK1 whole entry, looked up): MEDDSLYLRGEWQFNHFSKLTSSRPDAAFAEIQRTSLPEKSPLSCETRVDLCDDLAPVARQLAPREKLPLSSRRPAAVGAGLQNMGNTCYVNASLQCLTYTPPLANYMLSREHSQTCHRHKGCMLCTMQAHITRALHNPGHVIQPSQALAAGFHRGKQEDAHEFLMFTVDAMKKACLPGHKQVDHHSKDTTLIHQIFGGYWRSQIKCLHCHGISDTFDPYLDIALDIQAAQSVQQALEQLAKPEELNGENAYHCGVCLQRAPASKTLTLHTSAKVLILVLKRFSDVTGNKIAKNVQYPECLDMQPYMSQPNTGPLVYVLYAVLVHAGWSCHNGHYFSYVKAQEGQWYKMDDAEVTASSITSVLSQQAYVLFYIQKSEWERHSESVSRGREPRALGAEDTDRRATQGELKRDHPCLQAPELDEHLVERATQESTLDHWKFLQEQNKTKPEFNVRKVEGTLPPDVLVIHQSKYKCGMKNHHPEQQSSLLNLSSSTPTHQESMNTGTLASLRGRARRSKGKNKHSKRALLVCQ
USP30 block: inhibitors of human USP30 deubiquitinase | Ubiquitin carboxyl-terminal hydrolase 30 (Homo sapiens), Q70CQ3 | inhibition, % at 25 µM | 47,000 tested, 5.3% active | purified USP30, Ub-rhodamine cleavage fluorescence
USP28 inh: inhibitors of human USP28 deubiquitinase; inhibition, % at 25 µM; AID 1645857, 2021; purified USP28, Ub-rhodamine cleavage fluorescence, 30 min; 47,000 tested, 3% active
OTUD3 inh: inhibitors of human OTUD3 deubiquitinase; OTU domain-containing protein 3 (Homo sapiens), Q5T2D3; purified OTUD3, Ub-rhodamine fluorescence, 2 h; inhibition, % at 25 µM; 47,000 tested, 0.7% active; AID 1645858, 2021
Target sequence (Q5T2D3 whole entry, looked up, the tested form may be a part): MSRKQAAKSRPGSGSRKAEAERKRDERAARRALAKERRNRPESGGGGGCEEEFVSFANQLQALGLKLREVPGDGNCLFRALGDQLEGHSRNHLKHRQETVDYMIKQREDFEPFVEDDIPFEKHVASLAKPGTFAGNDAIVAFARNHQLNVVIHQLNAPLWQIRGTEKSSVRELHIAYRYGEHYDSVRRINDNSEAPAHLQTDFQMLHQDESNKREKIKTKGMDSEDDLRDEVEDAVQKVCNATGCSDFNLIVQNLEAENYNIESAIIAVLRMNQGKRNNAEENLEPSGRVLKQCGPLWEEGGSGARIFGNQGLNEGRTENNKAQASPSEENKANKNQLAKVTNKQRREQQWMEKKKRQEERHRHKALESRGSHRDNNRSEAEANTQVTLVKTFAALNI
USP7 inh: inhibitors of human USP7 deubiquitinase | Ubiquitin carboxyl-terminal hydrolase 7 (Homo sapiens), Q93009 | purified USP7, Ub-rhodamine cleavage fluorescence | inhibition, % at 20 µM | 47,000 tested, 0.3% active
UCHL1 block: inhibitors of human UCHL1 deubiquitinase; Ubiquitin carboxyl-terminal hydrolase isozyme L1 (Homo sapiens), P09936; purified UCHL1, Ub-rhodamine cleavage fluorescence; inhibition, % at 20 µM; 47,000 tested, 0.2% active; AID 1645859, 2021
USP8 inh: inhibitors of human USP8 deubiquitinase | purified USP8, Ub-rhodamine cleavage fluorescence, 30 min | inhibition, % at 20 µM | 47,000 tested, 4.2% active
* = called active by the depositor. Rule as the data show it: active = inhibition above about 30%; inactive = the rest.

Screening CCc1cnc(N2C[C@H]3C[C@H](C(=O)N4CCN(C)CC4)[C@@H](C2)O3)nc1 returned USP10 block 3, USP17 block 1, USP30 block 18, USP28 inh 20, OTUD3 inh 15, USP7 inh 4, UCHL1 block 1 and USP8 inh -12.
Screening CC(NC(=O)c1cc([N+](=O)[O-])ccc1N1CCCCC1)C12CC3CC(CC(C3)C1)C2 (stereo not drawn) returned USP10 block 6, USP17 block 0, USP30 block -16, USP28 inh -3, OTUD3 inh 3, USP7 inh 7, UCHL1 block 2 and USP8 inh 2.
For CCS(=O)(=O)N1CCC2(CC1)CNC(=O)c1ccccc1O2 the results were USP10 block -1, USP17 block 1, USP30 block -7, USP28 inh -1, OTUD3 inh 0, USP7 inh 1, UCHL1 block -3 and USP8 inh 0.
For Cc1oncc1C(=O)N1CCC2(CC1)CN(c1ncccn1)c1ccccc12 the results were USP10 block -1, USP17 block -12, USP30 block -8, USP28 inh 1, OTUD3 inh -5, USP7 inh -2, UCHL1 block 0 and USP8 inh -30.
`CCOc1ccc(NS(=O)(=O)c2ccc(NC(=O)Nc3ccccc3)cc2)cc1` gave USP10 block 34*, USP17 block 10, USP30 block 83*, USP28 inh 49*, OTUD3 inh -8, USP7 inh 20, UCHL1 block 6 and USP8 inh 45*.
Screening O=C(Nc1ccc(-n2cnc(C(=O)N3CCCC3)c2)nc1)C1CC1 returned USP10 block 6, USP17 block 7, USP30 block 22, USP28 inh 6, OTUD3 inh 17, USP7 inh 4, UCHL1 block 2 and USP8 inh 16.
Cc1ccccc1-c1nc(-c2cn(CC(=O)Nc3ccccc3)cn2)no1 was read as USP10 block 6, USP17 block 10, USP30 block -44, USP28 inh -18, OTUD3 inh -17, USP7 inh 14, UCHL1 block 4 and USP8 inh 64*.
Screening CC(=O)N1CC2(CCN(C(=O)c3cccnc3)CC2)Nc2ccccc21 returned USP10 block -3, USP17 block 0, USP30 block -3, USP28 inh -2, OTUD3 inh 1, USP7 inh 4, UCHL1 block 0 and USP8 inh 0.
Cc1ccc(Cn2cc(-c3noc(-c4cccnc4)n3)nn2)cc1 was read as USP10 block 1, USP17 block 9, USP30 block 0, USP28 inh 0, OTUD3 inh 0, USP7 inh 3, UCHL1 block 3 and USP8 inh 5.
`O=C(NCc1ccccc1Cl)c1ccc2c(c1)NC(=O)c1ccccc1S2(=O)=O` gave USP10 block 2, USP17 block 30, USP30 block -14, USP28 inh 6, OTUD3 inh -10, USP7 inh 0, UCHL1 block 0 and USP8 inh -1.
`CC(NC(=O)c1cnc(-c2ccccc2)nc1-c1ccncc1)c1ccc(F)cc1` (stereo not drawn) gave USP10 block 0, USP17 block -102, USP30 block -175, USP28 inh -33, OTUD3 inh -49, USP7 inh -4, UCHL1 block -5 and USP8 inh 2.
Screening COc1ccc2ccccc2c1CN1CCOCC1c1ncc(C)[nH]1 (stereo not drawn) returned USP10 block -3, USP17 block -12, USP30 block -15, USP28 inh -2, OTUD3 inh -5, USP7 inh -3, UCHL1 block -5 and USP8 inh 0.
`Cc1cc(C)cc(NC(=O)Cn2c(=O)n(Cc3ccncc3)c(=O)c3ncccc32)c1` gave USP10 block -3, USP17 block -12, USP30 block -32, USP28 inh -9, OTUD3 inh -15, USP7 inh -7, UCHL1 block -2 and USP8 inh -4.
Clc1ccccc1CSc1nnc(C2CCCCC2)n1Cc1ccccc1 was read as USP10 block 17, USP17 block 37*, USP30 block 57*, USP28 inh 23, OTUD3 inh 23, USP7 inh -55, UCHL1 block 6 and USP8 inh 11.
`O=C1CC(c2noc(-c3ccc(F)cc3)n2)CN1Cc1ccccc1` (stereo not drawn) gave USP10 block -1, USP17 block -4, USP30 block -2, USP28 inh 3, OTUD3 inh 4, USP7 inh -9, UCHL1 block 4 and USP8 inh 1.
COc1ccc([C@H]2C[C@@H](NCc3cnc(C)s3)CC[C@]23CCC(=O)N3)cc1OC was read as USP10 block 3, USP17 block -10, USP30 block -3, USP28 inh -6, OTUD3 inh -3, USP7 inh 1, UCHL1 block -1 and USP8 inh -3.
CCn1nccc1C(=O)N1CC(C(=O)NC2CCCC2)C2(CCOCC2)C1 (stereo not drawn) was read as USP10 block -1, USP17 block 0, USP30 block 3, USP28 inh -4, OTUD3 inh 0, USP7 inh 0, UCHL1 block -3 and USP8 inh 1.
`CCOC(=O)N1CCC(NC(=O)c2cn(-c3ccc(C)cc3)nn2)CC1` gave USP10 block 0, USP17 block 60*, OTUD3 inh 0, USP7 inh 6, UCHL1 block 0 and USP8 inh 2.
For CCn1cc(C(=O)Nc2cccc(C)c2)c(S(=O)(=O)N2CCCCCC2)n1 the results were USP10 block 1, USP17 block -32, USP30 block -13, USP28 inh 0, OTUD3 inh 6, USP7 inh -6, UCHL1 block 2 and USP8 inh -149.
`Cn1cccc1C(=O)N1CCC2(CCN2Cc2ccc(F)cc2)C1` (stereo not drawn) gave USP10 block -2, USP17 block 0, USP30 block 24, USP28 inh 15, OTUD3 inh 14, USP7 inh 1, UCHL1 block 1 and USP8 inh -46.
For Cc1nn(Cc2ccccc2Cl)c(C)c1C(=O)N1CCCc2ccccc21 the results were USP10 block 0, USP17 block 4, USP30 block 4, USP28 inh 8, OTUD3 inh 2, USP7 inh -22, UCHL1 block 2 and USP8 inh 0.
CNc1cnc(CC2CCCN(C(=O)c3cn(C)nc3C)CC2)cn1 (stereo not drawn) was read as USP10 block -5, USP17 block 3, USP30 block 4, USP28 inh 2, OTUD3 inh 6, USP7 inh 3, UCHL1 block -1 and USP8 inh 7.
`CC(=O)N1CCc2cc(S(=O)(=O)NC(Cc3ccccc3)C(=O)Nc3cc(C)ccn3)ccc21` (stereo not drawn) gave USP10 block 12, USP17 block 1, USP30 block -44, USP28 inh 1, OTUD3 inh 8, USP7 inh 0, UCHL1 block 0 and USP8 inh 6.
Screening CC(=O)N1CCc2cc(-c3csc(N)n3)ccc21 returned USP10 block -5, USP17 block 16, USP30 block -39, USP28 inh 1, OTUD3 inh -10, USP7 inh -7, UCHL1 block -16 and USP8 inh -14.
O=C(Nc1cccc(N2CCCCC2=O)c1)c1ccc2c(c1)OCO2 was read as USP10 block 1, USP17 block 0, USP30 block -4, USP28 inh 3, OTUD3 inh -4, USP7 inh 0, UCHL1 block -6 and USP8 inh -15.
`CC(C)NC(=O)N1CCc2nc(C(=O)Nc3ccncc3)sc2CC1` gave USP10 block 2, USP17 block 4, USP30 block 12, USP28 inh 5, OTUD3 inh 11, USP7 inh 3, UCHL1 block 5 and USP8 inh 4.
O=C(Cc1ccc(F)cc1)N1CCc2c(nc(N3CCCC3)[nH]c2=O)C1 was read as USP10 block 0, USP17 block -4, USP30 block 25, USP28 inh 14, OTUD3 inh 17, USP7 inh 2, UCHL1 block 1 and USP8 inh -56.
Screening COc1ccc(CCNc2nc(C)c(CC(=O)O)s2)cc1OC returned USP10 block -4, USP17 block -55, USP30 block -30, USP28 inh 3, OTUD3 inh 5, USP7 inh -1, UCHL1 block -1 and USP8 inh -10.
`CC(=O)c1ccc(Nc2nc(-c3cc4cc(Cl)ccc4oc3=O)cs2)cc1` gave USP10 block -3, USP17 block -70, USP30 block -249, USP28 inh -78, OTUD3 inh -38, USP7 inh -5, UCHL1 block -9 and USP8 inh 3.
`CCCNC(=O)CN1C(=O)c2ccccc2C1c1c[nH]c2ccccc12` (stereo not drawn) gave USP10 block -6, USP17 block -3, USP30 block -9, USP28 inh -2, OTUD3 inh 8, USP7 inh -6, UCHL1 block -1 and USP8 inh 7.
Screening CN1[C@@H](CCC(=O)N2CCN(c3ccccn3)CC2)CNC(=O)[C@@H]2[C@H]1CCN2Cc1ccc(O)cc1 returned USP10 block -2, USP17 block -25, USP30 block 46*, USP28 inh 56*, OTUD3 inh 23, USP7 inh -14, UCHL1 block 17 and USP8 inh 73*.
CC1(C)Oc2ccccc2[C@H]2OCC3(CCN(C(=O)CC4CCOCC4)CC3)C[C@@H]21 was read as USP10 block -2, USP17 block -15, USP30 block -6, USP28 inh -4, OTUD3 inh -7, USP7 inh -2, UCHL1 block -2 and USP8 inh -19.
`Cc1cc(C)n2nc(SCC(=O)NCc3ccc4c(c3)OCO4)nc2n1` gave USP10 block -1, USP17 block 0, USP30 block 4, USP28 inh 0, OTUD3 inh -3, USP7 inh 1, UCHL1 block 0 and USP8 inh 0.
`NCC(=O)N1CCCC(c2cncc(Oc3ccccc3)n2)C1` (stereo not drawn) gave USP10 block -6, USP17 block -13, USP30 block -9, USP28 inh -4, OTUD3 inh 10, USP7 inh -1, UCHL1 block 0 and USP8 inh -49.
For O=C(NCc1ccccc1)N1CCN(c2ccc(-c3ccc4c(c3)OCO4)nn2)CC1 the results were USP10 block 13, USP17 block 0, USP30 block 4, USP28 inh -10, OTUD3 inh -4, USP7 inh 9, UCHL1 block 1 and USP8 inh 15.
Screening NC(=O)N1CCCCCC1C1CCN(c2ncnc3sccc23)CC1 (stereo not drawn) returned USP10 block -7, USP17 block -24, USP30 block -23, USP28 inh -19, OTUD3 inh -10, USP7 inh -9, UCHL1 block -6 and USP8 inh -132.
CCn1c(=O)c2ccccc2n(Cc2nc(-c3ccc(C)cc3)no2)c1=O was read as USP10 block -1, USP17 block -37, USP30 block -57, USP28 inh -20, OTUD3 inh -13, USP7 inh -7, UCHL1 block -2 and USP8 inh -11.
COC(=O)c1cc2c(ccn2C)n1CC(=O)N(C1CCCCC1)C1CCCCC1 was read as USP10 block -5, USP17 block -29, USP30 block -301, USP28 inh -80, OTUD3 inh -75, USP7 inh 0, UCHL1 block -7 and USP8 inh 49*.
`Cc1cc(C)n(-c2nc3c(c(=O)n2CC(=O)Nc2cccc(C(F)(F)F)c2)CCC3)n1` gave USP10 block -3, USP17 block -3, USP30 block -25, USP28 inh 3, OTUD3 inh -5, USP7 inh -1, UCHL1 block 0 and USP8 inh -5.
`CCS(=O)(=O)c1ccc(O)c(NC(=O)c2ccc3c(c2)CCO3)c1` gave USP10 block -1, USP17 block -27, USP30 block -42, USP28 inh -16, OTUD3 inh -7, USP7 inh 2, UCHL1 block -1 and USP8 inh -10.

Some of these compounds in order of molecular weight, ascending:
`NCC(=O)N1CCCC(c2cncc(Oc3ccccc3)n2)C1` (stereo not drawn) gave USP10 block -6, USP17 block -13, USP30 block -9, USP28 inh -4, OTUD3 inh 10, USP7 inh -1, UCHL1 block 0 and USP8 inh -49.
`CCS(=O)(=O)c1ccc(O)c(NC(=O)c2ccc3c(c2)CCO3)c1` gave USP10 block -1, USP17 block -27, USP30 block -42, USP28 inh -16, OTUD3 inh -7, USP7 inh 2, UCHL1 block -1 and USP8 inh -10.
Screening NC(=O)N1CCCCCC1C1CCN(c2ncnc3sccc23)CC1 (stereo not drawn) returned USP10 block -7, USP17 block -24, USP30 block -23, USP28 inh -19, OTUD3 inh -10, USP7 inh -9, UCHL1 block -6 and USP8 inh -132.
CCn1c(=O)c2ccccc2n(Cc2nc(-c3ccc(C)cc3)no2)c1=O was read as USP10 block -1, USP17 block -37, USP30 block -57, USP28 inh -20, OTUD3 inh -13, USP7 inh -7, UCHL1 block -2 and USP8 inh -11.
COC(=O)c1cc2c(ccn2C)n1CC(=O)N(C1CCCCC1)C1CCCCC1 was read as USP10 block -5, USP17 block -29, USP30 block -301, USP28 inh -80, OTUD3 inh -75, USP7 inh 0, UCHL1 block -7 and USP8 inh 49*.
CC1(C)Oc2ccccc2[C@H]2OCC3(CCN(C(=O)CC4CCOCC4)CC3)C[C@@H]21 was read as USP10 block -2, USP17 block -15, USP30 block -6, USP28 inh -4, OTUD3 inh -7, USP7 inh -2, UCHL1 block -2 and USP8 inh -19.
For O=C(NCc1ccccc1)N1CCN(c2ccc(-c3ccc4c(c3)OCO4)nn2)CC1 the results were USP10 block 13, USP17 block 0, USP30 block 4, USP28 inh -10, OTUD3 inh -4, USP7 inh 9, UCHL1 block 1 and USP8 inh 15.
`Cc1cc(C)n(-c2nc3c(c(=O)n2CC(=O)Nc2cccc(C(F)(F)F)c2)CCC3)n1` gave USP10 block -3, USP17 block -3, USP30 block -25, USP28 inh 3, OTUD3 inh -5, USP7 inh -1, UCHL1 block 0 and USP8 inh -5.
